AGP1-GFP MLPCN – yeast TOR pathway AGP1-GFP modulation; S. cerevisiae AGP1-GFP multiplex flow cytometry, 3 h; GFP as percent of DMSO wells; GFP response vs DMSO, % at 10 µM; hit rate 0.02% among 320,000; AID 2066;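 active = GFP response relative to DMSO above a set limit, near screen average plus 3 SD, cut at about 150% in these data; inconclusive = fewer than 70 cells counted for the yeast strain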;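 note: median GFP channel fluorescence of the gated AGP1 strain per well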
VLA-4 inh – inhibition in a human VLA-4 binding assay. P13612. VLA-4 expressing cells, ligand binding flow cytometry. inhibition, % (about 7 µM as worked out from the volumes in the protocol). hit rate 0.2% among 330,000. AID 2557; in the data active = inhibition above about 50%
CIT2 TOR yeast – alters CIT2-GFP fluorescence in TOR pathway yeast screen. S. cerevisiae CIT2-GFP strain, flow cytometry, 3 h; 100 means same as DMSO wells. GFP response vs DMSO, % at 10 µM. hit rate 0.065% among 320,000. AID 2029;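 active = GFP response relative to DMSO above a set limit, near the screen mean plus 3 SD, cut at about 150% in these data; inconclusive = Fewer than 70 cells measured for a yeast strain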;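 note: ratio of well median GFP fluorescence to mean of DMSO wells on the plate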
MEP2-GFP yeast – modulators of TOR pathway MEP2-GFP in S. cerevisiae; GFP response vs DMSO, % at 10 µM; hit rate 0.51% among 330,000; S. cerevisiae MEP2-GFP strain, flow cytometry GFP, 3 h; 100% = DMSO control level; AID 2016;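 active = GFP response versus DMSO above a set limit, roughly screen mean plus 3 SD, cut at about 180% in these data; inconclusive = fewer than 70 cells counted for a yeast strain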;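 note: median GFP fluorescence of the barcode-gated MEP2-GFP cells per well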
GRK2 aptamer HTS – blocks RNA aptamer binding to human GRK2. inhibition of aptamer binding, % at 10 µM. hit rate 0.59% among 330,000. bead flow cytometry, FAM-aptamer displacement from GRK2. P25098. AID 488847;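 active = inhibition of aptamer binding above 40%, roughly 3 SD of noise, on plates passing a quality check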;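 note: median bead fluorescence of bound FAM aptamer so fluorescent compounds give negative values; no value below 0 was filed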
Target sequence (P25098 whole entry, looked up): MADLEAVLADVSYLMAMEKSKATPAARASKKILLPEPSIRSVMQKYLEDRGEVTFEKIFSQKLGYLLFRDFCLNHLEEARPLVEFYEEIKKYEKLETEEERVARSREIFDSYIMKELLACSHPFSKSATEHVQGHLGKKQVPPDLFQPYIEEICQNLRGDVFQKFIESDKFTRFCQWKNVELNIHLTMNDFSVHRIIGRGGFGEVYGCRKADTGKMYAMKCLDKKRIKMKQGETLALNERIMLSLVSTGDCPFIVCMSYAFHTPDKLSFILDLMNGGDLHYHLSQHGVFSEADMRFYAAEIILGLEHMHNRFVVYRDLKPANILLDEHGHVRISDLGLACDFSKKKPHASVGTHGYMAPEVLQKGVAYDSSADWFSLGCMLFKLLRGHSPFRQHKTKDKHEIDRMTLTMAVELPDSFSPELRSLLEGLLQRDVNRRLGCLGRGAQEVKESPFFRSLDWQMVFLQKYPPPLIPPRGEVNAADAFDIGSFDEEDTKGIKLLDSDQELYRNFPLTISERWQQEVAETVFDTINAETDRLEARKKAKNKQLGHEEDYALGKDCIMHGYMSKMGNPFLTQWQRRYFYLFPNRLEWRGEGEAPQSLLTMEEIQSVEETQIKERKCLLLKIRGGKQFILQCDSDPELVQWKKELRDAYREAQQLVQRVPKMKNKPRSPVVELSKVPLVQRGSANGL
LAP4-GFP MLPCN – alters LAP4-GFP fluorescence in TOR pathway yeast screen. S. cerevisiae LAP4-GFP multiplex, flow cytometry GFP, 3 h; median GFP as percent of DMSO wells. AID 2023. hit rate 0.34% among 320,000. GFP response vs DMSO, % at 10 µM;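 active = GFP response vs DMSO above a set limit, about the screen mean plus 3 SD, cut at about 150% in these data; inconclusive = under 70 cell events counted for the yeast strain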
Yeast superoxide – lowers age-related superoxide in aged yeast cells; S. cerevisiae aged cells, superoxide DHE fluorescence; stronger effect = lower value; superoxide response (% of plate mean), % at 10 µM; hit rate 0.18% among 330,000; AID 2690;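 active = superoxide response under a set limit, about three screen SD below normal, cut at about 65% in these data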;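 note: yeast aged for seven days with compound at 30 °C before DHE staining; 100% = average MFI of all compound-treated wells on the plate with controls excluded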
RPL19A-GFP yeast – modulators of TOR pathway RPL19A-GFP in S. cerevisiae; S. cerevisiae RPL19A-GFP strain, flow cytometry, 3 h; stronger effect = lower value; percent response vs DMSO, % at 10 µM; hit rate 0.3% among 330,000; AID 2025;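 active = percent response vs DMSO below 50%; inconclusive = fewer than 70 events counted for the yeast strain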;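 note: median channel GFP fluorescence of the barcoded RPL19A-GFP strain; ratio of sample median GFP to plate DMSO average so 100% = DMSO; lower means less RPL19A-GFP as with rapamycin TOR inhibition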
* marks the source's active call; other numbers are inactive results; ? = inconclusive; [ ] = another dose, or the depositor's remark.

SMILES | AGP1-GFP MLPCN | VLA-4 inh | CIT2 TOR yeast | MEP2-GFP yeast | GRK2 aptamer HTS | LAP4-GFP MLPCN | Yeast superoxide | RPL19A-GFP yeast
N#C/C(=C\c1c(N2CCC(C(N)=O)CC2)nc2ccccn2c1=O)C(=O)NCc1ccco1 | 108.7 | 0.3 | 101.2 | 113.0 | 3.0 | 107.1 | 115.3 | 107.6
Cc1cccc(/C(N)=N/OC(=O)Cc2cccc3ccccc23)c1 | 92.8 | 3.0 | 109.3 | 118.7 | 1.0 | 101.3 | 107.3 | 112.0
COc1ccc(C2(c3ccc(OC)cc3)NC(=O)N(CC(=O)N(C)C3CCC(C)CC3)C2=O)cc1 (stereo unspecified) | 89.4 | 6.9 | 87.7 | 95.8 | 21.0 | 82.8 | 79.2 | 88.0
COCCC(=O)NC1CCCc2c1cnn2-c1cccc(C)c1C (stereo unspecified) | 94.7 | 12.0 | 99.8 | 101.5 | 3.0 | 93.3 | 90.2 | 99.8
Cc1cccc(NC(=O)CSc2nnc(NC(=O)CN3CCOCC3)s2)c1 | 101.3 | -55.6 | 109.0 | 99.3 | 0.0 | 90.4 | 99.5 | 100.4
CCCCC(=O)N/N=C(\C)c1cccc(NC(=O)C2CC2)c1 | 91.5 | 9.1 | 101.1 | 97.7 | 0.0 | 84.0 | 104.0 | 104.2
O=C(Nc1ccc([N+](=O)[O-])cc1)c1cc(-c2ccccn2)nc2c(Cl)cccc12 | 96.6 | -0.6 | 91.1 | 99.2 | 0.0 | 90.0 | 105.4 | 101.2
Cc1cn(S(=O)(=O)c2ccc(Cl)cc2)c(C)n1 | 109.8 | 9.4 | 96.3 | 92.9 | 1.0 | 103.8 | 98.8 | 100.8
COc1ccc(-c2ccc(-c3noc(C)n3)c(OC)n2)cc1 | 87.1 | -1.8 | 91.2 | 98.7 | 2.0 | 101.3 | 89.1 | 95.5
CCC(=O)N1CCc2cc(S(=O)(=O)CCC(=O)N3CCN(c4ccccc4)CC3)ccc21 | 112.9 | -2.8 | 107.4 | 109.0 | 0.0 | 117.6 | 106.4 | 106.9
CCOC(=O)N1CCC(NC(=O)C(CC(C)C)NC(=O)C2CCC(C)CC2)CC1 (stereo unspecified) | 100.3 | 10.2 | 99.5 | 108.5 | 1.0 | 93.8 | 110.7 | 97.7
O=C(NCCCC1CCCC1)C1CCC(=O)N(Cc2cccc(F)c2)C1 (stereo unspecified) | ? | 4.3 | ? | ? | 0.0 | ? | 95.8 | ?
COc1ccc(NC(=O)Nc2c(C)n(C)n(-c3ccccc3)c2=O)cc1 | 97.4 | -1.0 | 89.9 | 95.8 | 3.0 | 106.8 | 97.3 | 96.9
Cc1ccccc1/C=N/n1c(C2CCCCC2)n[nH]c1=S | 94.0 | 4.6 | 96.8 | 112.8 | 0.0 | 98.5 | 100.0 | 103.0
CC(NC(=O)c1ccc(Cl)s1)C1CCCO1 (stereo unspecified) | 95.5 | -0.5 | 98.4 | 120.3 | 1.0 | 107.3 | 102.3 | 94.4
CC[C@@H](C(=O)n1nc(C)cc1C)[C@H](NS(=O)(=O)c1ccc(C)cc1)c1ccccc1 | 103.7 | 1.1 | 105.6 | 95.2 | 3.0 | 95.3 | 86.0 | 101.5
CCOC(=O)N1CCC(NC(=O)CN2C(=O)C(CC)Oc3ccc(C)cc32)CC1 (stereo unspecified) | 97.8 | -0.5 | 104.2 | 94.4 | 0.0 | 95.8 | 90.9 | 95.6
CCOC(CNC(=O)C1CCN(S(=O)(=O)c2ccc3nc4c(c(C(=O)O)c3c2)CC(C)CC4)CC1)OCC (stereo unspecified) | 113.3 | -0.4 | 109.1 | 114.9 | 3.0 | 109.0 | 102.4 | 111.5
COc1ccc(NCc2nnc(SCC(=O)c3ccc(OC)cc3)n2C)cc1 | 98.2 | -14.9 | 99.9 | 98.0 | 0.0 | 94.0 | 90.3 | 95.9
COc1cc(C(C)=O)ccc1OC(=O)C(C)N1C(=O)c2ccccc2C1=O (stereo unspecified) | 95.5 | 0.4 | 95.5 | 96.5 | 3.0 | 97.1 | 85.1 | 93.0
C=CCOc1cccc(C(=O)Nc2ncn[nH]2)c1 | 101.7 | 0.5 | 101.4 | 104.2 | 1.0 | 90.9 | 100.0 | 105.1
COc1ccccc1OCc1ccc(C(=O)N/N=C/c2ccco2)cc1 | 109.7 | 9.1 | 104.9 | 120.4 | 0.0 | 116.5 | 76.8 | 112.1
CCn1cc(C(=O)N2CCCC(N3CCN(c4ccccc4C)CC3)C2)cn1 (stereo unspecified) | 106.4 | 22.9 | 108.4 | 106.5 | 2.0 | 102.4 | 114.7 | 97.3
Cc1cccc(N2CCN(C(=O)NC(C)c3ccc(F)c(F)c3)CC2)c1C (stereo unspecified) | 93.9 | -3.8 | 107.5 | 99.1 | 1.0 | 103.7 | 107.4 | 102.8
COCCn1c(SC(C)C(=O)NCC2CCCO2)nc2scc(-c3ccc(F)cc3)c2c1=O (stereo unspecified) | 100.0 | 2.9 | 98.2 | 95.4 | 0.0 | 104.4 | 105.2 | 95.2
CCN(CC)C(=O)c1ccc(NS(=O)(=O)c2ccc(/C=C/C(=O)O)cc2)cc1 | 94.1 | 13.5 | 108.5 | 101.7 | 1.0 | 105.2 | 103.5 | 107.1
Clc1nc(CN2CCCCC2)nc2sc3c(c12)CCCC3 | 92.8 | 12.2 | 91.0 | 92.8 | 2.0 | 114.0 | 91.3 | 93.5
CC1CCN(C(=O)CSc2nc3c(c(=O)n2C)SC(C)C3)CC1 (stereo unspecified) | 101.1 | 0.3 | 98.9 | 107.7 | 2.0 | 93.4 | 81.5 | 108.8
Cc1ccc(S(=O)(=O)N2CC(C)C(=O)CC2C)cc1 (stereo unspecified) | 98.5 | 0.0 | 94.3 | 103.0 | 0.0 | 98.3 | 93.8 | 102.8
COc1ccc(S(=O)(=O)N2CCOC2CNC(=O)C(=O)NCCCN(C)C)cc1C (stereo unspecified) | 97.9 | -2.5 | 104.5 | 99.5 | 0.0 | 90.3 | 97.2 | 106.5
COc1ccc(Nc2cccccc2=O)cc1 | 98.8 | 8.9 | 89.7 | 107.6 | 2.0 | 119.5 | 97.5 | 100.7
Cc1noc(C)c1COc1cccc(C(=O)Nc2ccccc2)c1 | 100.4 | -20.0 | 97.6 | 103.6 | 2.0 | 105.3 | 86.6 | 99.3
N=C1CCCN1CC(=O)c1ccc(Cl)cc1 | 94.5 | 5.6 | 93.5 | 112.8 | 0.0 | 98.1 | 120.7 | 100.8
O=C(Cc1ccccc1)NC(NC(=S)Nc1cc(Cl)ccc1Cl)C(Cl)(Cl)Cl (stereo unspecified) | 106.7 | -8.4 | 109.0 | 103.0 | 0.0 | 100.7 | 98.2 | 104.8
CCN(Cc1ccccc1)S(=O)(=O)c1ccc(S(=O)(=O)N2CCN(C)CC2)cc1 | 96.9 | 9.7 | 94.9 | 102.3 | 0.0 | 95.4 | 117.6 | 103.1
Cc1ccc(CNC(=O)c2nn(C)c(C)c2[N+](=O)[O-])cc1 | 107.4 | 8.2 | 107.4 | 102.5 | 0.0 | 95.4 | 91.2 | 105.1
CN(CC(=O)Nc1ccc(Cl)cc1)C(=O)CNC(=O)c1cccs1 | 104.4 | -7.1 | 99.1 | 106.2 | 0.0 | 111.3 | 94.4 | 100.7
COc1cc(NC(=O)CN2C(=O)COc3ccc(S(=O)(=O)N4CCCCC4)cc32)cc(OC)c1 | 106.4 | -5.2 | 112.0 | 97.3 | 0.0 | 106.9 | 105.1 | 104.2
COc1ccc(CNC(=O)C2CCCN(S(=O)(=O)c3cccc4nsnc34)C2)cc1 (stereo unspecified) | 102.6 | -4.8 | 106.9 | 93.7 | 0.0 | 104.7 | 113.3 | 98.8
O=C(c1cccs1)N1CCN(S(=O)(=O)c2cccs2)CC1 | 107.8 | 4.5 | 103.7 | 102.1 | 0.0 | 107.9 | 122.8 | 105.2
Cc1nc2n(n1)C(O)c1cc([N+](=O)[O-])ccc1S2 (stereo unspecified) | 97.3 | -3.8 | 105.0 | 100.7 | 0.0 | 117.3 | 87.1 | 93.1
O=C(O)C1CCN(C(=O)COc2ccc3c(c2)oc(=O)c2ccccc23)CC1 | 96.2 | 7.0 | 94.4 | 103.9 | 2.0 | 103.4 | 100.1 | 96.9
NC(=O)c1sc2nc3c(cc2c1N)CCCCCC3 | 108.8 | 39.3 | 90.3 | 95.6 | 75.0* | 107.2 | 96.2 | 97.1
O=C1OC(Nc2ccccn2)c2ccccc21 (stereo unspecified) | 100.4 | 0.5 | 95.3 | 104.8 | 0.0 | 99.8 | 106.6 | 101.9
O=C1/C(=C/c2ccccc2Cl)SC(=S)N1CCC(=O)N1CCCCC1CCO (stereo unspecified) | 92.5 | -1.6 | 85.8 | 92.8 | 0.0 | 96.2 | 97.1 | 101.0
COC(=O)c1cc([N+](=O)[O-])ccc1N1CCN(Cc2ccccc2)CC1 | 99.7 | 5.7 | 103.4 | 102.8 | 0.0 | 94.4 | 100.1 | 102.5
O=C(NCCCn1ccnc1)c1ccc(Cl)c(S(=O)(=O)N2CCOCC2)c1 | 91.7 | 11.9 | 87.0 | 93.9 | 2.0 | 98.7 | 122.7 | 94.2
CCN(C(=O)CSc1nnnn1C)C1CCCCC1 | 98.8 | 0.2 | 101.1 | 101.0 | 2.0 | 96.5 | 98.3 | 99.2
CCCN(CCC)CCCNC(=O)c1cc2c(=O)n(C)c3ccccc3c2n1C | 97.5 | -7.9 | 100.5 | 93.3 | 0.0 | 98.3 | 102.1 | 96.4
COc1cccc(NC(=O)CCN2C(=O)c3ccccc3S2(=O)=O)c1 | 32.6[may fluoresce violet] | -3.7 | ? | 127.1[may fluoresce violet] | 0.0 | 90.8[may fluoresce violet] | 117.6 | 95.9[may fluoresce violet]
Cc1ccccc1NCC(=O)N/N=C/c1c[nH]c2ccccc12 | 98.2 | 11.6 | 101.5 | 105.6 | 0.0 | 93.3 | 84.8 | 102.7
Cc1ccc(SCC(=O)OCC(=O)N(C)CC(=O)Nc2ccc(F)cc2)cc1 | 85.5 | 9.4 | 85.4 | 88.1 | 0.0 | 85.0 | 125.6 | 87.8
COc1ccc(-c2cn(Cc3ccc(C(N)=O)cc3)c(-c3ccc(Cl)nc3)n2)cc1 | 92.6 | 39.0 | 100.3 | 94.9 | 0.0 | 109.3 | 91.8 | 99.2
COc1cccc(CCNC(=O)c2ccc(OC)c(OC3CCN(C(C)C)CC3)c2)c1 | 104.5 | 3.1 | 100.7 | 97.8 | 0.0 | 106.3 | 100.2 | 94.2
O=C(CN1CCCC1)Nc1cccc(Cl)c1Cl | 99.7 | -7.2 | 103.8 | 111.9 | 0.0 | 98.6 | 123.5 | 102.2

Looked up above.
Value for CN(CC(=O)Nc1ccc(Cl)cc1)C(=O)CNC(=O)c1cccs1 in CIT2 TOR yeast: 99.1
Value for COc1ccc(-c2cn(Cc3ccc(C(N)=O)cc3)c(-c3ccc(Cl)nc3)n2)cc1 in Yeast superoxide: 91.8

Complete entries, looked up by structure. Order of screens: AGP1-GFP MLPCN | VLA-4 inh | CIT2 TOR yeast | MEP2-GFP yeast | GRK2 aptamer HTS | LAP4-GFP MLPCN | Yeast superoxide | RPL19A-GFP yeast
Entry for COc1ccc(CNC(=O)C2CCCN(S(=O)(=O)c3cccc4nsnc34)C2)cc1 (stereo unspecified) : 102.6 | -4.8 | 106.9 | 93.7 | 0.0 | 104.7 | 113.3 | 98.8
Entry for NC(=O)c1sc2nc3c(cc2c1N)CCCCCC3 : 108.8 | 39.3 | 90.3 | 95.6 | 75.0* | 107.2 | 96.2 | 97.1

Bioassay records: PubChem, NMMLSC

Compounds as they come; any-hit rate near 1.7%.
